HKDC1 inhibitor = HKDC1 hexokinase inhibitors, primary screen, biochemical, fluorescence, uHTS; Q2TB90; recombinant HKDC1, G6PDH/diaphorase resazurin coupled fluorescence; inhibition, % at 20 µM; actives 0.16% (n = 340,000);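 active = inhibition above about 35% when tested at 20 µM, limit read from the data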;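 note: plate controls were DMSO wells with enzyme for no effect and DMSO wells lacking enzyme for full effect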
Target sequence (Q2TB90 whole entry, looked up): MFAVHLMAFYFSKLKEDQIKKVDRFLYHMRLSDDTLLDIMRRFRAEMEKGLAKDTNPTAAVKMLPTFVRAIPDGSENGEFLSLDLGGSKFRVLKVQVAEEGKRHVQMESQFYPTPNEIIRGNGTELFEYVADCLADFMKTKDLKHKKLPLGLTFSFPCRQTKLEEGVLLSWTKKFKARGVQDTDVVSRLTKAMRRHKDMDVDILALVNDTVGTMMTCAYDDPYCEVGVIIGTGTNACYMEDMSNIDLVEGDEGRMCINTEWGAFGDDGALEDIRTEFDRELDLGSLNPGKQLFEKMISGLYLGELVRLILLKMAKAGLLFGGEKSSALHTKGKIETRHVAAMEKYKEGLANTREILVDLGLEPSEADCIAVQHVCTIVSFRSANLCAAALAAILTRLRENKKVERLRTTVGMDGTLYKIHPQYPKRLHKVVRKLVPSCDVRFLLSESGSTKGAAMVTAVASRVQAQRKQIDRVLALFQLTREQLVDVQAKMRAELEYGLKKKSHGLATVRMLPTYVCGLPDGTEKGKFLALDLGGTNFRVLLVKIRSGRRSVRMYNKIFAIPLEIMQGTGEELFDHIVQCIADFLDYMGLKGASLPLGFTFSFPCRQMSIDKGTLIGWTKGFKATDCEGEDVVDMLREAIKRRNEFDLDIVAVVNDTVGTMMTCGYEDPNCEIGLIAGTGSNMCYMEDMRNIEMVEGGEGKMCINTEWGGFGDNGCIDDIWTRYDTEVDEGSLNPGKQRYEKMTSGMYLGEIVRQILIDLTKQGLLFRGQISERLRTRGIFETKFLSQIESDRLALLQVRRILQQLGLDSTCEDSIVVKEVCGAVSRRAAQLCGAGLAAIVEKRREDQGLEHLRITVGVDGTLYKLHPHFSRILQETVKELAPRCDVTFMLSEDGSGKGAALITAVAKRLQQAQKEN
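Test system: HK5 enzyme. Quantity: 5 µg/mL HK5 final. Reagent: glucose and ATP substrates. Schedule: 90 min reaction incubation at room temperature, dark. Technique: resazurin-to-resorufin fluorescence via G6PDH and diaphorase coupling, 525/613 nm. Control set: DMSO wells with and without enzyme mix.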
MPTP block = mitochondrial permeability transition pore inhibitors, primary screen, biochemical, isolated mouse mitochondria, absorbance | Ca2+ swelling absorbance, 30 min | inhibition, % at 10 µM | actives 1.4% (n = 360,000) | AID 602449, 2012;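 active = inhibition of 50% or more, scaled per plate between neutral and stimulator controls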;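 note: 0% = DMSO wells given calcium and 100% = 1 mM EGTA wells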
SENP8 inh = human SENP8 protease inhibitors, primary screen, biochemical, fluorescence, Nedd8 protein substrate, uHTS | Sentrin-specific protease 8 (Homo sapiens), Q96LD8 | recombinant SENP8 | inhibition, % at 20 µM | actives 0.64% (n = 360,000) | AID 602440, 2012; in the data active = inhibition mostly above about 40%, no sharp cut-off; inactive = mostly below about 27%
Target sequence (Q96LD8 whole entry, looked up): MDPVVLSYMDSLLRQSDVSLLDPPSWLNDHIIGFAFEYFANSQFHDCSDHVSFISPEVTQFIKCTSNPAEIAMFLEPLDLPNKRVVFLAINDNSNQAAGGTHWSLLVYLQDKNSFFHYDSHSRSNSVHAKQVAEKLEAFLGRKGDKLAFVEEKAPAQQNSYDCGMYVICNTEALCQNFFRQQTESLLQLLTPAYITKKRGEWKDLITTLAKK
GRIN3A LBD mod = binders of NR3A ligand-binding domain, primary screen, biophysical, differential scanning fluorimetry, uHTS; Glutamate receptor ionotropic, NMDA 3A (GRIN3A) ligand-binding domain; NR3A LBD differential scanning fluorimetry, Tm shift; 0% = protein alone, 100% = glycine-bound protein; Tm shift relative to glycine control, % at 25 µM; actives 2.5% (n = 340,000);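 active = melting temperature shift of at least 10% of the positive control shift, at one fixed dose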
SENP7 inh = SENP7 protease inhibitors, primary screen, biochemical, luminescence, uHTS; actives 1.5% (n = 330,000); recombinant SENP7, Z-RLRGG-aminoluciferin luminescence, 40 min; AID 434973, 2010; Sentrin-specific protease 7 (Homo sapiens), Q9BQF6; inhibition, % at 5 µM;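 active = inhibition above about 50% at the single test dose, limit read from the data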;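 note: plate controls were DMSO with enzyme for no effect and no enzyme buffer wells for full effect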
ATG4B inhibitor = ATG4B protease inhibitors, primary screen, biochemical, fluorescence, uHTS | Cysteine protease ATG4B (Homo sapiens), Q9Y4P1 | ATG4B cleavage of LC3-PLA2, NBD-HPC fluorescence, 1 h | inhibition, % at 8.33 µM | actives 0.51% (n = 340,000); in the data active = inhibition above about 40%
SENP6 inh = SENP6 protease inhibitors, primary screen, biochemical, luminescence, uHTS; Recombinant SENP6 catalytic domain, aminoluciferin luminescence; inhibition, % at 10 µM; actives 1.8% (n = 330,000); AID 2599, 2010;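 active = inhibition above about 50% at the single tested dose, limit read from the data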;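 note: plate controls were DMSO wells with enzyme for no effect and DMSO wells lacking enzyme for full effect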
PfGluPho inh = PfG6PD enzyme inhibitors, primary screen, biochemical, fluorescence intensity, uHTS. glucose-6-phosphate dehydrogenase-6-phosphogluconolactonase (Plasmodium falciparum 3D7). actives 0.78% (n = 350,000). AID 504690, 2011. PfGluPho enzyme, NADPH resazurin-diaphorase fluorescence. inhibition, % at 20 µM;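 active = inhibition reaching at least a set limit at 20 µM in the primary screen, cut at about 59% in these data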;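 note: 0% = DMSO wells with substrate and 100% = DMSO wells lacking glucose-6-phosphate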
Starred values were filed as active, the others as inactive; nt = no result given. No enrichment for hits; any-hit rate near 6.9%.

SMILES	HKDC1 inhibitor	MPTP block	SENP8 inh	GRIN3A LBD mod	SENP7 inh	ATG4B inhibitor	SENP6 inh	PfGluPho inh
Nc1cccc2c3c(oc12)CCCC3	7	0.0	-16	0	1	-3	3	16
CCn1c(=O)c([N+](=O)[O-])c(NCCc2ccc(OC)c(OC)c2)c2ccccc21	-7	3.3	19	-3	-3	-11	-17	-7
CCN(CC)C(=O)c1cc2c(=O)n3cccc(C)c3nc2n1C	2	1.1	-324	0	-5	-9	6	14
COc1ccc(CNC(=O)c2ccc(CS(=O)(=O)Cc3ccccc3F)o2)cc1	-10	3.2	5	2	5	-8	-15	-6
O=C(Nc1ccc2c(c1)OCO2)c1ccccn1	4	0.2	12	2	57*	-7	66*	24
CCOC(=O)c1c(C)oc2cc(Br)c(OC(=O)N3CCOCC3)cc12	4	-5.9	13	2	-1	-1	-12	-17
CCC(C)N(C(=O)CSc1nnc(NC(C)C)s1)C1CCS(=O)(=O)C1 (stereo not drawn)	-9	-0.5	9	2	-39	0	-12	-17
CCOC(=O)Cn1ccc(NC(=O)c2ccc(F)cc2)n1	-9	0.7	12	-1	4	-2	2	4
Cn1cc(/C=C(\NC(=O)c2ccccc2Cl)C(=O)NCCN2CCOCC2)c2ccccc21	-4	-1.6	-6	2	-6	5	-7	-7
CC1(NC(=O)N2CCCCC2)CCS(=O)(=O)C1 (stereo not drawn)	-3	0.9	16	-1	-1	0	-12	-6
COc1cc(S(=O)(=O)N2CCN(c3ccccc3)CC2)ccc1F	0	1.4	24	0	-2	2	-2	-1
CC1(C(=O)OCC(=O)Nc2cccc(S(=O)(=O)NC3=NCCCCC3)c2)CC1(Cl)Cl (stereo not drawn)	-2	0.8	13	0	8	-7	2	-11
c1ccc(Cn2nnc3c(N4CCN(Cc5ccc6c(c5)OCO6)CC4)ncnc32)cc1	-7	-2.0	7	0	0	-15	-12	5
Cc1ccc(C)c(OCCC(=O)OCC(=O)NC(=O)NC2CCCC2)c1	6	0.4	9	1	2	-1	10	-5
Cc1nn(C)c(Cl)c1C(N)=O	-1	-1.7	4	0	3	-2	-6	3

Reprinted from the part before: two entries, then new ones.
SMILES	HKDC1 inhibitor	MPTP block	SENP8 inh	GRIN3A LBD mod	SENP7 inh	ATG4B inhibitor	SENP6 inh	PfGluPho inh
Cc1ccc(C)c(OCCC(=O)OCC(=O)NC(=O)NC2CCCC2)c1	6	0.4	9	1	2	-1	10	-5
Cc1nn(C)c(Cl)c1C(N)=O	-1	-1.7	4	0	3	-2	-6	3
O=C(Cn1cnc([N+](=O)[O-])c1)Nc1cc(Oc2ccc(Cl)cc2Cl)cc([N+](=O)[O-])c1	10	5.3	12	12*	4	-2	3	9
O=c1c2ccccc2ncn1CCOCCOc1cccc(Br)c1	-7	-1.9	15	-2	16	-1	7	31
COc1cccc(-c2nnc(SC(C(=O)c3c[nH]c4ccccc34)c3ccccc3)n2C)c1 (stereo not drawn)	-9	2.6	11	0	-14	-3	2	-11
Clc1ccccc1Cn1nnc2c(N3CCCC3)ncnc21	-7	-1.7	14	3	8	6	-11	-3
Cc1cc(C(=O)N/N=C2\CCCC(=O)C2)c2ccccc2n1	-11	0.3	10	-8	7	-7	-3	-4
CN(CC(=O)O)S(=O)(=O)c1ccc2[nH]c(=O)c(=O)[nH]c2c1	1	0.9	-38	0	-4	-8	-9	4
COc1ccc(CNC(=O)CSc2n[nH]c(N)n2)cc1	0	-0.8	2	0	0	-11	2	-19
O=C(NCCN1CCCC1)c1ccc2c(c1)N(Cc1ccc(F)cc1)C(=O)c1ccccc1S2=O (stereo not drawn)	-4	-1.7	7	-1	4	0	-2	-10
COc1cc(OC)c(C2=NOC(C(=O)Nc3c(C)nn(CC(=O)N4CCCC4)c3C)C2)cc1Cl (stereo not drawn)	-11	-0.1	-1	4	-7	-12	5	18
CCCCN(C)CCNC(=O)CN1C(=O)CSc2ccc(S(=O)(=O)N3CCOCC3)cc21	4	-0.9	7	-3	-4	2	5	5
Cc1cc(C)c2nc(-c3ccncc3)cc(C(=O)N3CCN(Cc4ccccc4Cl)CC3)c2c1	0	-2.1	-92	-8	-5	-19	2	32
O=[N+]([O-])c1ccccc1S(=O)(=O)Nc1ccc(-c2ccc(N3CCOCC3)nn2)cc1	6	-1.0	9	-1	0	5	-1	-31
COC(=O)[C@H](CCSC)NC(=O)NC1CC1	-2	2.0	12	-1	2	-4	-9	-9
CC(C)=NNc1nc(-c2ccccc2)cs1	-9	-0.2	5	-3	2	1	25	16
CN(CC(=O)Nc1ccc(F)cc1)C(=O)Cn1nnc(-c2ccccc2)n1	-4	1.4	6	4	10	1	1	-1

Molecules above containing two or more sulfur atoms (2):
SMILES	HKDC1 inhibitor	MPTP block	SENP8 inh	GRIN3A LBD mod	SENP7 inh	ATG4B inhibitor	SENP6 inh	PfGluPho inh
CCC(C)N(C(=O)CSc1nnc(NC(C)C)s1)C1CCS(=O)(=O)C1 (stereo not drawn)	-9	-0.5	9	2	-39	0	-12	-17
CCCCN(C)CCNC(=O)CN1C(=O)CSc2ccc(S(=O)(=O)N3CCOCC3)cc21	4	-0.9	7	-3	-4	2	5	5

New compounds follow.
SMILES	HKDC1 inhibitor	MPTP block	SENP8 inh	GRIN3A LBD mod	SENP7 inh	ATG4B inhibitor	SENP6 inh	PfGluPho inh
COc1ccccc1/C=C(\C#N)C(=O)c1cccn1C	4	0.8	27	2	-9	8	-25	4
O=[N+]([O-])c1ccc(Sc2nccn2Cc2ccccc2)c([N+](=O)[O-])c1	17	-1.7	18	1	2	2	4	29
O=C1S/C(=C\c2ccc(N3CCOCC3)o2)C(=O)N1Cc1ccc(F)cc1	15	2.8	20	-13	0	6	-9	60*
Cc1ccc(S(=O)(=O)CC(C)(O)CS(=O)(=O)c2ccc(C)cc2)cc1	-2	1.2	3	-2	-1	-1	-13	-5
CCOC(=O)N1CCC(c2cc(=O)n(-c3ccccc3)[nH]2)CC1	-6	-1.6	25	-19	38	-3	7	-5
Cc1ccccc1C1(CCN2CCCCC2)CCOC(C)(C)C1 (stereo not drawn)	-10	-0.2	2	0	-6	2	-15	-5
c1ccc(CCN(Cc2ccccc2)C2CCN(C3CCCC3)CC2)cc1	-4	15	12	0	-9	1	-3	8
COc1cc(C2C3C(=O)N(c4ccccc4)C(=O)C3ON2c2ccccc2)cc(OC)c1OC (stereo not drawn)	-3	-1.7	10	2	8	-8	-20	-21
O=c1c2ccccc2nc(SCc2nnc(-c3ccccc3)o2)n1-c1ccccc1	0	0.7	14	0	-7	72*	12	10
COC(=O)CCN1CCC2CC1c1cc(Cl)ccc12 (stereo not drawn)	-4	0.0	9	-3	nt	9	nt	-11
COC(=O)c1cc(S(=O)(=O)NCC2CCN(Cc3ccccc3F)CC2)c[nH]1	-5	-1.7	14	2	3	-2	-8	-9
CC1CCN(S(=O)(=O)c2ccc(-c3nnc(SCc4cccnc4)o3)cc2)CC1	-8	6.1	1	-1	-4	-3	-13	-16
COc1ccc(CNC(=O)C/C(C)=N/NC(=O)c2ccc(OC)cc2OC)cc1	-2	0.1	3	-1	-6	-5	-16	5
CCCCc1nc(SCC(=O)Nc2ccc(S(N)(=O)=O)cc2)n[nH]1	8	2.9	22	0	7	14	-8	-20
O=c1c2ccccc2ncn1-c1ccccc1F	-6	-0.5	7	-1	8	-8	12	11

Whole records, quoted from the list. Values in the order: HKDC1 inhibitor, MPTP block, SENP8 inh, GRIN3A LBD mod, SENP7 inh, ATG4B inhibitor, SENP6 inh, PfGluPho inh
`COc1ccc(CNC(=O)CSc2n[nH]c(N)n2)cc1` across the screens: 0, -0.8, 2, 0, 0, -11, 2, -19
`Cc1cc(C)c2nc(-c3ccncc3)cc(C(=O)N3CCN(Cc4ccccc4Cl)CC3)c2c1` across the screens: 0, -2.1, -92, -8, -5, -19, 2, 32

The results go on:
SMILES	HKDC1 inhibitor	MPTP block	SENP8 inh	GRIN3A LBD mod	SENP7 inh	ATG4B inhibitor	SENP6 inh	PfGluPho inh
CC(C)(C)c1ccc(Oc2coc3cc(OCC(=O)O)ccc3c2=O)cc1	0	-0.2	7	-2	-5	17	-15	-28
CC(=O)Nc1cccc(N(C(=O)C2COc3ccccc3O2)C(C(=O)NC2CCCCC2)c2cn(C)nc2C)c1 (stereo not drawn)	1	-1.3	8	1	0	-10	13	-7
NC(=O)NOCc1cccc(Cl)c1	-6	3.1	6	1	3	-6	-13	2
CSc1cccc(NC(=O)c2ccccc2N(C)S(C)(=O)=O)c1	-6	1.4	31	1	5	-9	7	-3
CCCOc1ccc(OC(=O)c2ccc(Br)o2)cc1	5	-1.0	25	0	36	4	46	15
O=C(c1ccc(N2C(=O)C3CC=C(Cl)CC3C2=O)cc1)N1CCCCC1 (stereo not drawn)	-7	-0.9	1	-1	7	-6	-3	-14
CCOc1ncccc1C(=O)OCC(=O)c1ccc(Cl)s1	-1	-0.5	25	9	16	-4	33	-24
CN(Cc1ccccc1)C(=O)c1ccccc1Br	-4	-0.8	10	-4	10	7	-11	-9
O=C(CCNC(=O)c1ccc(Br)cc1)OCc1ccccc1Cl	0	-2.0	15	0	-1	9	2	6
COc1ccc(C(=O)N/C(=C\c2cccc3ccccc23)C(=O)NCCc2c[nH]c3ccccc23)cc1OC	8	-0.3	13	-15	2	-8	6	0
COc1ccc(NC(=O)CN(C2CCCCC2)S(C)(=O)=O)cc1Cl	-5	11	6	1	-3	-10	6	-7
CC(C)(C)C(=O)Oc1cccc(Nc2ncnc3ccccc23)c1	-6	0.6	-301	-1	12	-1	5	12
Cc1ccc(Cn2ccc(NC(=O)c3cc(-c4ccc(Br)cc4)on3)n2)cc1	-3	-0.3	13	-1	-10	-8	-3	-4
COc1ccc(C(=O)c2ccc(C)cc2)c(OC)c1OC	-6	-0.2	5	1	nt	-8	nt	28
O=C(CN1C(=O)C2C3C=CC(C3)C2C1=O)OCC(=O)c1ccc(Br)cc1 (stereo not drawn)	-1	-1.2	0	2	-14	2	-14	-12
COCC(=O)N1CCC(Oc2cccc(C(=O)NCc3ccccn3)c2)CC1	-1	-0.7	2	4	-7	-14	7	-4
O=C(c1cc(-c2ccc3c(c2)OCO3)on1)N1CCCCC1	-5	-2.2	-10	-1	72*	0	78*	-7
Cc1noc2ncnc(Oc3ccc4ccccc4c3)c12	-4	-1.2	25	-1	4	-3	-4	12
CCC(C)NC(=S)Nc1ccc2nc(N3CCOCC3)cc(C)c2c1 (stereo not drawn)	3	0.5	-301	0	-3	-4	-5	-1
O=S(=O)(NC1CC1)c1ccc(S(=O)(=O)N2CCC3(CC2)OCCO3)cc1	-5	6.9	6	1	2	-5	0	11
Cn1ncc(Br)c1C(=O)N1CCN(C(=O)c2ccco2)CC1	10	-0.2	10	-1	0	-7	-9	5
O=C(NC(=S)N1CCOCC1)c1cn(-c2ccccc2)nc1-c1ccccc1	4	-2.4	-1	-1	9	0	2	9
CC1(C)CC(=O)C(C=Nc2ccccc2)=C(O)C1	1	0.9	4	0	-13	-1	-14	-7
CCSc1nnc(NC(=O)COc2ccccc2)s1	13	-4.2	4	1	-12	3	-23	-5
Cc1cc(C)c2c(n1)SCC(=O)N2CC(=O)NCCC1=CCCCC1	-3	0.1	8	-1	-1	-4	-12	15
CN(C)C(=O)CNC(=O)C1CCCCC1	-7	-2.2	32	0	-6	4	-10	-6
CCC1(C)Nc2ccccc2C(=O)N1O (stereo not drawn)	-11	1.0	-216	-1	-4	-20	1	-21
Cc1ccc(/C=C2\SC(=S)N(CCCC(=O)Nc3ccccn3)C2=O)cc1	1	0.0	23	4	24	-3	-18	-11
COc1ccc([C@H]2/C=C\CN(Cc3ccc(N(C)C)cc3)[C@@H](C)C(=O)N2Cc2ccc(F)cc2)cc1	-1	0.9	12	-1	14	5	-5	17
